POLK inh = inhibitors of human DNA polymerase kappa; AID 588579; 0.53% of 400,000 active; purified Pol kappa, fluorescent DNA synthesis assay, 10 min; Q9UBT6; Potency, µM (titrated, usually from 107 µM), for the others: top-dose activity, negative = inhibition, most hits filed as inhibitors; note: % is set by controls: 0 for no effect and ±100 for the full control effect
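10 nM Pol kappa was preincubated with compounds for 15 min at room temperature. Reaction started with 50 nM (final) substrate. Fluorescence read kinetically at 0 and 10 min.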
BLM helicase inh = blocks DNA unwinding by human BLM helicase; P54132; Potency, µM (titrated, usually from 56.1 µM), for inactives: at the top dose activity change, negative = inhibition, usual class: inhibitors; recombinant BLM DNA unwinding, fluorescence dequenching; 0.2% of 350,000 active; AID 2528;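 note: plate controls were vehicle for no effect and no enzyme for full effect; nearly all actives have a fitted effect of over 35% in size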
Pol iota inh = DNA polymerase iota (human) inhibition; Q9UNA4; Pol iota fluorescent replication assay, 10 min; Potency, µM (titrated, usually from 115 µM), without a hit: at the top dose activity, negative = inhibition, usual class: inhibitors; 1% of 390,000 active
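Pol iota at 10 nM preincubated 15 min with compounds at room temperature; reaction started with fluorescent substrate, 50 nM final. Fluorescence read kinetically at 0 and 10 min; buffer-only wells as negative control.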
G9a inh = G9a (human) methyltransferase inhibition; G9a H3K9 monomethylation, AlphaScreen, 2 h; Potency, µM (top dose mostly 102 µM), for inactives: at the top dose activity, negative = inhibition, most hits filed as inhibitors; 8.8% of 350,000 active; note: % is set by controls: 0 for no effect and ±100 for the full control effect; nearly all actives have a fitted effect of over 75% in size
Target sequence (Q96KQ7 913-1193 limits assumed): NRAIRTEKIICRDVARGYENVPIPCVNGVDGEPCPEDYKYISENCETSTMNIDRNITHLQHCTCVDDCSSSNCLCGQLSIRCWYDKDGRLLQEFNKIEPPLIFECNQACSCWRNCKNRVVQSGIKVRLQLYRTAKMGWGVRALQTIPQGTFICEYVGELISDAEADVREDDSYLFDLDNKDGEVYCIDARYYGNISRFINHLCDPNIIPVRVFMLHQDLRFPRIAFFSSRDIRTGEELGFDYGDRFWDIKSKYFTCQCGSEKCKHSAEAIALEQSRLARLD
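Compounds were preincubated with 20 nM G9a for 15 min, after which biotinylated H3K9 peptide (500 nM) and SAM (20 uM) started a 2 h room-temperature reaction. Monomethylated product was quantified by antibody-based AlphaScreen chemiluminescence.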
Anesthetic bind = candidate novel general anesthetic via apoferritin binding. Potency, µM (top dose mostly 77.5 µM), for the others: at the top dose activity change, negative = displacement, usual class: inhibitors. P02791. apoferritin/1-aminoanthracene competitive binding, fluorescence. AID 485281. 0.074% of 350,000 active; note: % is set by controls: 0 for no effect and ±100 for the full control effect; nearly all actives have a fitted effect of over 20% in size
Target sequence (P02791 2-175 limits assumed): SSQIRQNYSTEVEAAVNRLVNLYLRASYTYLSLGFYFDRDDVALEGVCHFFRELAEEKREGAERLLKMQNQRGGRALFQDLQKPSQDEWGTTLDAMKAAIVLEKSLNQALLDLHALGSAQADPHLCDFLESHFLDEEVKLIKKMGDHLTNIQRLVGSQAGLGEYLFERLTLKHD
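Horse-spleen apoferritin (10 uM) was mixed with 50% saturated 1-aminoanthracene in PBS, exposed to compounds for 10 min at room temperature, and read for fluorescence (ex 380 nm, em 535 nm). Competitive displacement was fitted with a four-parameter Hill equation.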
Pol eta inh = DNA polymerase eta (human) inhibition. Q9Y253. recombinant Pol eta, fluorescent DNA replication assay. Potency, µM (series often up to 114 µM), for the others: at the highest dose activity change, negative = inhibition, usual class: inhibitors. 1.2% of 390,000 active. AID 588591; note: % is set by controls: 0 for no effect and ±100 for the full control effect
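Pol eta at 10 nM preincubated with compounds 15 min at room temperature; reaction started with fluorescent substrate (50 nM final) and read kinetically at 0 and 10 min.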
BAZ2B inh = blocks human BAZ2B; Q9UIF8; Potency, µM (titrated, usually from 114 µM), for inactives: at the top dose activity change, negative = inhibition, hits mostly inhibitors; AlphaScreen BAZ2B-H3K14Ac peptide displacement; 4.4% of 360,000 active; note: % is set by controls: 0 for no effect and ±100 for the full control effect; nearly all actives have a fitted effect of over 60% in size
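BAZ2B 50 nM plus b-H3(5-23)K14Ac 50 nM, PBS pH 7.4/0.01% Tween-20, 30 min RT; compound added (max 110 uM), 30 min RT; streptavidin donor/Ni-chelate acceptor beads 10 ug/mL final, 20 min dark; AlphaScreen read.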
APE1 inh = APE1 (human) endonuclease inhibition; Potency, µM (series often up to 65.8 µM), for inactives: at the highest dose activity change, negative = inhibition, actives largely listed as inhibitors; recombinant APE1, TAMRA/BHQ-2 abasic DNA cleavage fluorescence; AID 2517; 0.35% of 350,000 active;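 note: plate controls were vehicle for no effect and reference inhibitor for full effect; nearly all actives have a fitted effect of over 55% in size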
Target sequence (P27695 whole entry, looked up): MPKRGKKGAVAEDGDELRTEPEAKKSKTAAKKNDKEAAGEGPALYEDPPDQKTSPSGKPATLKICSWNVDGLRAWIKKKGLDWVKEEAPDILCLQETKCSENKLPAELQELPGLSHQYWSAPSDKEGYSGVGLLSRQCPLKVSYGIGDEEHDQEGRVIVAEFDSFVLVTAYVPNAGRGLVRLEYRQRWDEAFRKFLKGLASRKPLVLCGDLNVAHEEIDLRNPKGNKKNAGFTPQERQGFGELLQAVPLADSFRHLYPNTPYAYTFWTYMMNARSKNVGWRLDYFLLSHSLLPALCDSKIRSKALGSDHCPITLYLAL
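Incision of a quenched TAMRA/BHQ-2 THF abasic-site duplex (50 nM) by 0.75 nM APE1, after 15 min compound preincubation, measured as fluorescence increase over three 60 s reads. Values normalized to buffer, DMSO and NSC13755 control wells.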
POLB inh = blocks human DNA polymerase beta activity; P06746; Pol beta primer extension/strand displacement, fluorescence kinetic; Potency, µM (titrated, usually from 114 µM), for inactives: at the highest dose activity change, negative = inhibition, actives largely listed as inhibitors; 1.3% of 340,000 active; AID 485314; note: % is set by controls: 0 for no effect and ±100 for the full control effect
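10 nM enzyme + cpd, 15 min RT; start with substrate 50 nM final; read 0 min and after 10 min RT. Corrected, normalized data; 4-parameter Hill curve fit.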
The depositor's hits bear a star; ? = inconclusive; / = no result given; ! = not confirmed by another sample; [ ] = remark or other dose. Calls come from the whole dose curve; as a rule, active = well fitted curve in the direction sought with a large enough effect; inconclusive = small, poorly fitted or top-dose-only effect, or another doubt; inactive = no such curve, though single readings can be large; an effect the other way counts as inactive or inconclusive. Potency is the fitted concentration of half-maximal effect. Not all compounds are listed; rates above refer to the full screens.

SMILES | POLK inh | BLM helicase inh | Pol iota inh | G9a inh | Anesthetic bind | Pol eta inh | BAZ2B inh | APE1 inh | POLB inh
O=C(Nc1cc2c3c(c1)CC(=O)N3CCC2)c1ccccc1Br | 4.6% | / | 38.0%[activator] | 13.5% | / | -14.7% | 8.3% | 9.2% | /
O=C(c1ccco1)N1CCN(Cc2ccc(Br)cc2)CC1 | 6.2% | -2.1% | 37.7%[activator] | 15.0%[2.33 µM] | -8.1% | -12.3% | -1.9% | -8.3% | 19.4%
Cc1ccsc1C(=O)OC(C)C(=O)Nc1ccc(Cl)cn1 (configuration not stated) | -4.9% | / | 42.3%[activator] | / | / | -18.2% | / | 10.7% | /
Cc1cccnc1NC(=S)Nc1ccc(F)cc1F | -0.4% | -1.4% | 58.7%[activator] | 50.1µM* | -9.1% | -1.9% | ? | 0.2% | 4.1%
Cc1cc(=O)[nH]c(Nc2ccc(C(=O)OC(C)C)cc2)n1 | -5.0% | -0.7% | 10.2% | 26.1%[59 µM] | 5.0% | -2.2% | 8.7% | -3.0% | -0.6%
O=C(O)CCCN1C(=O)C2C3c4ccccc4C(c4ccccc43)[C@@H]2C1=O (some centres not stated) | -8.5% | -2.1% | 28.2% | 10.2% | 8.0% | -15.0% | -3.7% | -10.2% | 24.5%
Cc1ccc(-c2nnn(CC(=O)N(c3ccccc3F)C(CC(C)C)C(=O)NCC3CCCO3)n2)cc1 (configuration not stated) | -10.3% | -8.4% | 20.0% | 0.3%[12.7 µM] | -6.6% | -2.9% | -6.0% | -3.6% | 1.8%
O=C(NCCC(c1ccccc1)c1ccccc1)c1cccs1 | -1.8% | -12.7% | 143.4%[activator] | 1.6%[59 µM] | -15.9% | -24.7% | 10.8% | -2.5% | 6.4%
CN1CCN(C(=O)c2cn(C)c3ccc(S(=O)(=O)N(C)C4CCCCC4)cc3c2=O)CC1 | -2.5% | -3.9% | -5.1% | 56.2µM* | -2.9% | -3.2% | -28.3% | -6.6% | 17.2%
COc1cccc(N=Nc2c(=O)[nH]n3c(=O)c4c([nH]c23)CCC4)c1 | -30.7% | -21.7% | ? | ? | -12.7% | 50.1µM* | 44.7µM* | ? | ?
Cc1cccc(N(C(=O)c2snc(C(N)=O)c2N)C(C(=O)NC2CCCC2)c2ccc(C)o2)c1 (configuration not stated) | -14.4% | -8.0% | -5.6% | 11.6%[59 µM] | -15.5% | -25.2% | -14.6% | 55.5%[activator][12.4 µM] | -1.8%
CCS(=O)(=O)c1nc(S(=O)(=O)c2ccc(Cl)cc2)c(N2CCc3ccccc3C2)s1 | 3.9% | -5.6% | 13.5% | 8.91µM* | -3.2% | -11.4% | -9.5% | -4.0% | 0.8%
CCOc1nc(-c2ccccc2)ccc1-c1noc(-c2ccncc2)n1 | -8.3% | -3.5% | 25.3% | -32.6%[12.7 µM] | -5.6% | ? | -3.0% | 22.5% | -4.7%
Cc1ccc(NC(=S)N(Cc2ccccc2)C(C)C)cc1 | -3.1% | -1.5% | 23.0% | 28.4% | 4.9% | -18.1% | -14.3% | 6.0% | 2.5%
CC1CCCN(C(=O)COC(=O)C2CCN(S(=O)(=O)c3c(Cl)cccc3Cl)CC2)C1 (configuration not stated) | -19.3% | / | 20.5% | ? | / | -13.0% | 10.5% | -7.3% | /
COc1ccc(CCNC(=O)CSCc2n[nH]c(=O)[nH]2)cc1OC | -3.4% | 1.2% | 5.1%[58.9 µM] | 8.5%[12.7 µM] | 1.3% | -0.6% | 7.1% | -2.0% | 2.0%
CC(C)(O)C#Cc1ncc(C(F)(F)F)cc1Cl | 0.8% | -2.9% | 106.3%[activator] | ? | -10.8% | 3.2% | -0.9% | 2.2% | 18.9%
Cc1cc(/C=C2/NC(=O)N(c3ccccc3)C2=O)c(C)n1C(C)C | -7.3% | -5.7% | 22.8% | 15.7%[59 µM] | -11.3% | -12.9% | ? | 4.7% | 9.5%
CCc1c(C)sc(NC(=O)c2cc(-c3cccc(Cl)c3)on2)c1C#N | -2.0% | -5.3% | 6.3% | 3.16µM* | -8.4% | -12.4% | -1.8% | / | 2.4%
COc1ccc(-c2c(NC(=O)c3ccco3)oc3ccccc3c2=O)cc1 | 10.1% | 1.7% | 17.2% | ? | 0.9% | -4.7% | 3.1% | 90.1%[activator] | 6.2%
CN1CCN(C(=S)Nc2ccc([N+](=O)[O-])cc2)CC1 | -2.2% | -4.1% | -11.4% | -11.0%[0.0925 µM] | -11.6% | 1.1% | ? | -1.5% | -13.5%
COc1ccc(Cn2c(=O)c3cccnc3n(CC(=O)Nc3ccc(C)c(F)c3)c2=O)cc1 | 3.6% | -1.5% | -17.1% | -12.5%[59 µM] | 54.3%[activator] | -6.1% | -1.7% | / | 5.2%
CCOc1cc(S(=O)(=O)N2CCCCC2)ccc1F | -6.5% | -10.1% | 10.2%[58.9 µM] | 10.8%[12.7 µM] | -22.9% | -6.9% | 5.8% | -8.0% | 0.5%
O=S(=O)(NCCC1=CCCCC1)c1ccccc1Cl | -5.8% | / | -14.3% | 21.7%[12.7 µM] | / | -2.9% | 55.0%[activator] | 3.5% | /

Arranged by molar mass (descending): some entries from above
SMILES | POLK inh | BLM helicase inh | Pol iota inh | G9a inh | Anesthetic bind | Pol eta inh | BAZ2B inh | APE1 inh | POLB inh
Cc1cc(/C=C2/NC(=O)N(c3ccccc3)C2=O)c(C)n1C(C)C | -7.3% | -5.7% | 22.8% | 15.7%[59 µM] | -11.3% | -12.9% | ? | 4.7% | 9.5%
CN1CCN(C(=S)Nc2ccc([N+](=O)[O-])cc2)CC1 | -2.2% | -4.1% | -11.4% | -11.0%[0.0925 µM] | -11.6% | 1.1% | ? | -1.5% | -13.5%
CC(C)(O)C#Cc1ncc(C(F)(F)F)cc1Cl | 0.8% | -2.9% | 106.3%[activator] | ? | -10.8% | 3.2% | -0.9% | 2.2% | 18.9%

(cont.)
SMILES | POLK inh | BLM helicase inh | Pol iota inh | G9a inh | Anesthetic bind | Pol eta inh | BAZ2B inh | APE1 inh | POLB inh
CC(C)CN(C(=O)COC(=O)CSc1ccc(Br)cc1)C1CCS(=O)(=O)C1 (configuration not stated) | -18.8% | / | 33.5%[activator] | 3.3% | / | -7.5% | 9.3% | 3.0% | /
O=C(NCC(c1ccco1)N1CCc2ccccc21)C(=O)Nc1ccccc1 (configuration not stated) | 3.7% | / | 25.2% | -3.7% | / | -1.1% | 6.4% | 1.9% | /
CCCCOC(=O)n1c(=S)oc2cc(Cl)ccc21 | 0.0% | -4.0% | 7.6% | -0.7%[0.501 µM] | ? | 9.4% | 1.1% | 6.1% | 2.8%
O=C(NCC1CCCO1)C(=O)N/N=C\c1ccc2c(c1)OCO2 (configuration not stated) | 9.2% | 2.9% | 36.6%[activator] | ? | -6.9% | -6.6% | -14.0% | 50.8%[activator] | 0.7%
CSc1ccc(/C=C2/C(=N)N3N=C(CC(=O)N4CCCC4)SC3=NC2=O)cc1 | ? | -5.8% | 79.4µM* | 28.5% | -6.5% | 39.8µM* | -26.9% | 16.6% | 7.0%
O=C(Cn1cc[n+](CC(=O)c2ccccc2)c1)c1ccccc1 | -8.5% | -0.3% | 6.7% | 44.3%[0.501 µM] | -17.6% | 0.0% | -32.9%[57.1 µM] | -0.5% | 1.1%
Cc1cc(NC(=O)C(C)C)ncc1NC(=O)CCc1ccccc1 | -12.3% | 1.8% | 58.7%[activator] | 9.3% | -12.7% | -22.6% | 7.6% | 0.2% | 0.5%
COc1ccccc1N(CC(O)Cn1c(C)nc2ccccc21)S(=O)(=O)c1ccccc1 (configuration not stated) | -18.4% | -0.9% | 6.1% | 19.1%[59 µM] | 7.3% | -5.7% | -12.2% | 12.9% | 4.0%
CCCN1CCC(=O)N([C@H](CSc2ccc(C)cc2)CC(C)C)CC1 | 11.3% | -1.6% | 58.3%[activator] | 2.9%[59 µM] | -10.4% | -21.5% | -1.3% | 11.2% | 13.4%
CCOC(=O)c1sc(NC(=O)CCN2C(=O)c3ccccc3C2=O)c(C(=O)OCC)c1C | -2.4% | -14.9% | 1.8% | ? | 2.9% | -9.9% | -14.6% | 12.6% | 20.2%
COc1cccc(-n2ccnc2SCC(=O)Nc2nccs2)c1 | -24.6% | -0.5% | 1.2% | 20.5% | -7.1% | -16.3% | -34.9% | -3.0% | 26.2%
O=C(NC(Cc1c[nH]c2ccccc12)C(=O)O)c1ccco1 (configuration not stated) | 4.4% | 1.3% | 5.3% | -8.6%[59 µM] | 0.6% | 4.7% | ? | 1.2% | 6.4%
COC(=O)c1ccc(NC(=O)NC2CCCCC2)cc1 | 1.8% | 1.3% | 9.2% | -4.5%[59 µM] | -3.9% | -17.4% | 2.2% | -4.2% | 1.6%
O=c1[nH]c2ccccc2c2cn(-c3ccccc3)nc12 | -4.5% | -6.5% | 61.5%[activator] | 17.0% | 5.9% | 1.2% | 7.1% | 19.0% | 5.9%
Cc1cc(=O)n2[nH]c(-c3cccc(Cl)c3)cc2n1 | -1.1% | 3.7% | ? | -10.1% | -1.9% | 6.9% | -1.3% | 8.3% | -0.1%
O=c1cc(CSc2nnc(-c3ccco3)o2)c2ccccc2[nH]1 | -0.7% | -13.5% | -1.8% | 10.7%[59 µM] | -8.4% | -9.8% | -8.9% | 15.5% | -1.4%
COc1ccc(S(=O)(=O)N(C)c2ccc(C(=O)NCCC(C)C)cc2)cc1 | 0.6% | -6.5% | -11.0% | -16.4%[59 µM] | -18.4% | -19.0% | 1.0% | 9.3% | 5.2%
CCCn1c(SCC(=O)Nc2cccc(Cl)c2Cl)n[nH]c1=O | 1.9% | -5.3% | 177.3%[activator] | -1.6% | -11.2% | -1.5% | -13.6% | -3.9% | 27.3%
Cc1cccc(C(=O)NNC(=O)c2c(O)c3ccccc3n(C)c2=O)c1 | 7.6% | -5.6% | -2.7% | 5.8% | 10.5% | 10.0% | 6.8% | -11.7% | 4.3%
N[C@@H](Cc1ccc(F)cc1)C(=O)O | 16.7% | / | 13.9% | 10µM*! | / | -3.9% | / | -3.1% | -6.8%[57.1 µM]

Source: PubChem BioAssay (National Center for Advancing Translational Sciences (NCATS))
